Compound activity from PubChem.
MEKK2wt PB1 HTS: raises or lowers MEK5 binding to wildtype human MEKK2 PB1 domain. bead flow cytometry, Alexa488-MEK5 binding to MEKK2 WT; actives lie on both sides. Q9Y2U5. binding response (% of control), % at 10 µM. 1.1% of 290,000 active; in the data active means binding response below about 67% or above about 130%; inconclusive means no clear call, values can overlap the other calls; inactive means in between
MEKK3 PB1 HTS: modulators (inhibitors or enhancers) of MEK5 binding to human MEKK3 PB1 domain | Q99759 | AID 1529 | 1.4% of 290,000 active | binding response (% of control), % at 10 µM | bead-based flow cytometry, Alexa488-MEK5 binding to MEKK3; actives lie on both sides; 0 = blocked by unlabeled MEK5, 100 = vehicle;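 active means binding response more than 3 SD above or below the average of its plate-row segment, actives on both sides; inconclusive means wells at one plate position flagged as instrument error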;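 further: Alexa488 bead fluorescence after subtracting the streptavidin-only scavenger bead signal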
Target sequence (Q99759 whole entry, looked up, the tested form may be a part): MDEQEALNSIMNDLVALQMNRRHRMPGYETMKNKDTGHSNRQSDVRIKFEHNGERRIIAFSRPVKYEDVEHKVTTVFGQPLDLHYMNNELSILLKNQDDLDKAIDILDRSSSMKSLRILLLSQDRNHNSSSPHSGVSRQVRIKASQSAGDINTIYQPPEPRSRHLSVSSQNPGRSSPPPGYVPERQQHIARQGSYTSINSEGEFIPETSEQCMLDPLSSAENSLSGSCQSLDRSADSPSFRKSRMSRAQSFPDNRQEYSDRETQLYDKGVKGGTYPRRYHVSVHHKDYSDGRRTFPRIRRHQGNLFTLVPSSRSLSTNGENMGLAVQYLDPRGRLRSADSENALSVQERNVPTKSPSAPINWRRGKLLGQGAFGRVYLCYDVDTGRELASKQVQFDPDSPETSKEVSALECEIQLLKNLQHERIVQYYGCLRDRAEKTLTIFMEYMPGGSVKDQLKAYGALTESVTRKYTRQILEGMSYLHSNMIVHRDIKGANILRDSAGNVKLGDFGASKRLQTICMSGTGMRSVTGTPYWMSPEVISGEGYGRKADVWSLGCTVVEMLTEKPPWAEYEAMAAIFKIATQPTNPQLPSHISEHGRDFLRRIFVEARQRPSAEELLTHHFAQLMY
NALP1 inh: NALP1 inhibition. S. cerevisiae NALP1/ASC/caspase-1 growth, X-gal OD620, 72 h. inhibition, % at 10 µM. 0.61% of 280,000 active; in the data active means inhibition mostly above about 24%, no sharp cut-off; inactive means mostly below about 32%; further: some compounds called inactive have numbers as strong as hits
IDE act: boosts human insulin-degrading enzyme activity in HEK cells. P14735. FAbeta-B cleavage, fluorescence polarization; 0% vehicle, 100% cell-free pure enzyme wells. 0.073% of 340,000 active. activation, % at 5.96 µM;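 active means activation above the mean of all tested compounds plus 3 SD, set per screening campaign, cut at about 17% in these data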
p-CIP stab down: p/CIP protein destabilization; AID 1984; decrease of EGFP signal, % at 10 µM; Q05BA5; F442A p/CIP-EGFP cells, EGFP fluorescence, 16 h; 0.01% of 290,000 active;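 active means EGFP signal decrease of at least 30% at 10 µM or well 3 SD below plate mean, unless failing retest; inactive means the rest, including hits failing retest or dose response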; further: some compounds called inactive have numbers as strong as hits; many of its hits are not listed in these tables
MEKK2mut PB1 HTS: signal of MEK5 binding to mutant human MEKK2 PB1 domain. bead flow cytometry, Alexa488-MEK5 binding to MEKK2 mutant. percent response, % at 10 µM. 0.35% of 290,000 active. AID 1530; in the data active means percent response above about 24%, passing the limit was not always enough; further: inactives centre near 1; some results filed as inactive read as strong as hits; reference of the scale not given here
UBC9 SUMO inh: blocks human SUMOylation mediated by UBC9 | HTRF SUMOylation assay, SAE1/SAE2 + UBC9, in vitro | inhibition, % at 35 µM | 0.36% of 290,000 active; in the data active means inhibition above about 50%, passing the limit was not always enough; inconclusive means no clear call, values can overlap the other calls; further: strong numbers were not always called active
Target sequence (P63279 whole entry, looked up): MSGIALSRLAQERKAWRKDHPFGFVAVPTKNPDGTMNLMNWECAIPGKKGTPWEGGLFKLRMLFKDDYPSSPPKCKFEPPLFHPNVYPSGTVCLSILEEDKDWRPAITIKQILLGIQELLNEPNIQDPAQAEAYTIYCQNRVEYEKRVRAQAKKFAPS
PfM18AAP inh: PfM18AAP enzyme inhibition; recombinant PfM18AAP, H-Glu-NHMec fluorogenic cleavage; inhibition, % at 7.35 µM; 1.2% of 290,000 active;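 active means inhibition above the campaign mean inhibition over all tested compounds plus 3 SD, cut at about 28% in these data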;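 further: 0% = plate median of test compound wells and 100% = 2 mM ZnCl2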
IDE cell inh: cellular human IDE inhibition. inhibition, % at 5.59 µM. 0.41% of 320,000 active. HEK cells, FAbetaB cleavage, fluorescence polarization. P14735;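 active means percent inhibition above the average of all tested compounds plus 3 SD, set per screening campaign, cut at about 16% in these data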;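 further: IDE supplied by intact live HEK cells; FP after avidin binding of uncleaved biotin substrate so inhibition keeps polarization high; 0% = DMSO wells and 100% = 60 µM reference IDE inhibitor Ii1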
* marks the source's active call; other numbers are inactive results; i = inactive; ? = inconclusive; · = not tested or not shown; & = joins results of further samples; [ ] = another dose, or the depositor's remark. These rows are one share of the data, so the mix of outcomes need not match the whole.

SMILES	MEKK2wt PB1 HTS	MEKK3 PB1 HTS	NALP1 inh	IDE act	p-CIP stab down	MEKK2mut PB1 HTS	UBC9 SUMO inh	PfM18AAP inh	IDE cell inh
CCOC(=O)CNC(=O)N1CCc2ccc(NC(=O)c3ccccc3OC)cc2C1	109.0	99.0	-7.0	0.2	-2.6	7.0	0.8	1.7	2.8
O=C(NCCCN1CCCC1=O)c1ccc(Cl)c(NS(=O)(=O)c2ccc(F)cc2)c1	101.0	97.0	24.7	3.8	0.0	3.0	12.3	5.0	-1.6
Cc1cccc(-n2ccnc2SCC(=O)Nc2ccc3c(c2)OCCO3)c1	110.0	106.0	44.1	3.8	0.5	10.0	-3.9	4.8	0.1
O=C(Cc1ccccc1)Nc1ccc(N2CCOCC2)cc1N1CCOCC1	104.0	106.0	35.9	1.5	6.5	0.0	6.6	7.2	4.5
COc1cccc(N2CCN(S(=O)(=O)c3cccc4nsnc34)CC2)c1	97.0	102.0	8.9	0.0	-4.8	-7.0	25.9	-13.1	0.6
Cc1cc(C(=O)Nc2ccc3ccccc3c2)oc1C	102.0	104.0	14.1	-6.1	0.1	7.0	-0.4	7.8	5.4
Cc1nc2ccccc2c(=O)n1NC(=O)c1cncc(Br)c1	96.0	98.0	3.7	4.7	-5.5	-7.0	14.3	5.8	4.2
CC(OC(=O)C1CC(=O)N(Cc2ccccc2)C1)C(=O)Nc1cccc(C#N)c1 (stereo not given)	111.0	108.0	-7.4	-3.0	-8.2	8.0	-5.4	2.4	-0.3
Cc1ccc(N2C(=O)CC(Sc3ccccc3C(=O)O)C2=O)cc1 (stereo not given)	95.0	93.0	63.3*	1.0	-21.1	-3.0	17.1	-29.7	1.3
Cc1nc(C(F)(F)F)c(C(=O)NC(=O)Nc2ccc(OC(F)(F)F)cc2)s1	101.0	99.0	42.0	5.1	-6.1	-4.0	-12.2	3.9	3.0
C=CCn1c(NC)cc(=O)n(C)c1=O	104.0	107.0	-3.5	3.8	1.3	1.0	2.4	1.1	-1.8
CCN(CC)c1ccc(NC(=O)CN2C(=O)CC(C)(C)S(=O)(=O)c3ccccc32)c(C)c1	102.0	105.0	32.1	4.2	-3.2	1.0	-5.5	10.5	3.0
CCOC(=O)C1C(=O)CC(C)(O)C(C(=O)OCC)C1c1cccs1 (stereo not given)	104.0	103.0	10.5	0.4	2.7	11.0	11.6	-12.7	1.0
CCC(Cc1ccccc1)NC(=O)C1CCN(S(=O)(=O)c2c(C)noc2C)CC1 (stereo not given)	86.0	87.0	60.6	0.1	-2.5	-7.0	-11.9	0.6	1.1
COc1ccc(C(c2sc3nc(C)nn3c2O)N2CCCCC2)cc1 (stereo not given)	111.0	109.0	-2.4	3.0	2.1	10.0	8.1	6.7	0.9
CCn1c2ccccc2c2cc(NC(=O)CSc3nnc(-c4cccc(F)c4)o3)ccc21	98.0	102.0	-27.3	1.1	-11.5	-1.0	-10.1	-2.9	2.1
CCCCc1c(C)nc2ccccc2c1SCCC(=O)O	97.0	102.0	1.4	1.6	-5.4	-6.0	6.2	4.2	5.0
Cc1ccc(-n2nc3c(c2NC(=O)c2ccc4c(c2)OCO4)CS(=O)(=O)C3)cc1	0.0*[inhibitor]	2.0*[inhibitor]	24.0	6.0	-4.4	-18.0	10.6	7.0	6.6
CN(C)C(=O)N1CCC(C(=O)N2CCCC(C(=O)c3ccc(C(C)(C)C)cc3)C2)CC1 (stereo not given)	103.0	106.0	1.2	1.1	0.1	0.0	-2.5	1.1	3.8
COc1ccc(NC(=O)c2cccc(S(=O)(=O)N(C)c3ccccc3)c2)cn1	101.0	101.0	21.9	-0.8	-10.8	-2.0	0.1	-16.7	-3.5
Cc1cc(=S)cc(C)n1CCCO	93.0	95.0	6.5	4.5	-0.8	-6.0	-4.5	-22.6	3.4
Fc1ccc(CNCc2cccc(Br)c2)cc1	106.0	96.0	24.8	-1.6	-8.1	-1.0	-9.5	-2.8	1.8
Cc1ccc(NC(=O)Nc2ccc3c(c2)C(=O)OC3)cc1Cl	96.0	97.0	·	·	-2.0	-4.0	15.2	-2.9	3.2
Cc1ccsc1C(=O)C1CCCN(Cc2cccn2-c2ccc(Cl)cn2)C1 (stereo not given)	113.0	100.0	13.5	3.0	-19.2	0.0	-46.6	-1.3	-3.8
CC(Sc1nc2c(c(=O)[nH]1)CCCC2)C(=O)Nc1ccccc1C#N (stereo not given)	102.0	101.0	12.1	0.8	-6.4	-2.0	2.7	-4.2	-0.4
O=C(O)c1ccc(NC2=C/C(=N/S(=O)(=O)c3ccccc3)c3ccccc3C2=O)cc1	100.0	101.0	-12.4	2.3	45.7	0.0	?	0.1	·
CN(Cc1ccccn1)Cc1cn(Cc2ccccc2)nc1-c1ccc2c(c1)OCO2	196.0*	107.0	16.0	-4.0	-5.6	42.0	3.3	-3.3	2.0
CCCN1C(=O)/C(=C/c2c(N3CCNC(=O)C3CC(=O)OC)nc3c(C)cccn3c2=O)SC1=S (stereo not given)	81.0	91.0	-0.1	·	i	-17.0	35.0	-1.0	·
O=C1c2ccccc2C(=O)N1CC(O)CNc1ccc(Br)cc1 (stereo not given)	105.0	102.0	10.2	7.6	-0.9	1.0	-12.0	-1.4	4.3
Cc1cc(NC(=O)CCCn2nc([N+](=O)[O-])cc2C)no1	100.0	104.0	24.8	-0.3	8.4	-5.0	-2.0	-6.4	-0.8
CCOC(=O)Nc1ccc2c(COC(=O)CNS(=O)(=O)c3cccc(Br)c3)cc(=O)oc2c1	69.0	89.0	33.9	2.5	0.5	-5.0	0.1	-6.8	-2.7
CCC(C(=O)N1CCN(c2ccccc2OC)CC1)c1ccccc1 (stereo not given)	97.0	97.0	28.7	-1.8	-12.3	-2.0	-11.2	-5.5	-4.2
O=C(COc1ccc([N+](=O)[O-])cc1)Nc1ccc(S(=O)(=O)N2CCOCC2)cc1	101.0	101.0	0.4	3.4	-5.3	3.0	3.4	4.4	1.4
O=C(O)C(CCCCNS(=O)(=O)c1ccc(F)cc1)NS(=O)(=O)c1ccc(F)cc1 (stereo not given)	103.0&98.0	101.0&99.0	15.3&6.2	0.1&6.9	-5.4&-13.5	1.0&0.0	19.3&22.2	0.8&-3.9	2.0&7.2
Cc1ccccc1OCC(=O)OCC(=O)Nc1ccc(N2CCOCC2)cc1	102.0	110.0	15.6	-2.7	9.0	1.0	-35.5	-3.7	-0.8
COc1ccc(NC(=O)CN2CCN(CC(=O)Nc3ccccc3OC)CC2)c(OC)c1	102.0	101.0	15.4	4.5	-14.9	1.0	-0.6	1.6	·
COc1ccc(C(O)(C2CCCCC2)C(CN2CCCC2)c2ccccc2)cc1 (stereo not given)	111.0	106.0	22.3	0.7	-9.7	8.0	16.8	-11.8	-3.2
O=C(COC(=O)c1cccs1)NCCN1C(=O)CSC1=O	106.0	102.0	10.5	8.4	-17.9	8.0	11.4	-0.3	4.1
CCc1ccc(N2C(=O)CC(N3CCN(Cc4ccc5c(c4)OCO5)CC3)C2=O)cc1 (stereo not given)	110.0	106.0	-4.9	4.3	-1.6	1.0	7.2	-1.8	-1.1
CCc1ccc(N2C(=O)CC(Cn3nc(C)cc3C)C2=O)cc1 (stereo not given)	98.0	103.0	-9.4	1.2	-8.9	5.0	7.1	-1.9	-2.7
COC(=O)C(NC(=O)CCC(=O)NC(C(=O)OC)c1ccccc1)c1ccccc1 (stereo not given)	102.0	101.0	0.3	0.6	-7.0	2.0	6.5	1.9	-0.8
O=C1C2CCCN2C(=O)N1CCCCN1CCN(c2ccc(F)cc2)CC1 (stereo not given)	105.0	105.0	22.2	2.0	-5.3	4.0	19.2	1.6	3.5
Oc1ccc(-c2nc3ncccn3c2Nc2ccc3c(c2)OCCO3)cc1	96.0	100.0	-0.7	5.2	-1.5	2.0	4.8	8.2	-2.2
CCc1cc2c(=O)c(-c3nc4ccccc4n3C)coc2c(CN2CCC(C)CC2)c1O	97.0	97.0	14.9	4.0	-6.1	0.0	14.2	7.8	·
COc1ccc(CCNC(=O)CO/N=C/c2cc3c(cc2Br)OCO3)cc1OC	98.0	94.0	-2.1	0.3	-0.3	0.0	12.6	-8.5	7.9
COc1ccc(-c2nc(N)nc(C(F)(F)F)c2-c2cscn2)c(O)c1	93.0	97.0	·	1.1	-12.7	2.0	22.1	0.2	4.9
COc1ccc(N(Cc2cc3ccccc3[nH]c2=O)C(=O)C2CCCO2)cc1 (stereo not given)	100.0	99.0	-6.5	0.4	-3.1	3.0	2.4	0.2	-0.3
COc1ccc(Nc2nc(N)c([N+](=O)[O-])c(NCc3ccccc3)n2)cc1	94.0	102.0	5.0	5.2	-9.4	1.0	-16.4	8.3	3.6
Cc1nc2nc3c(cn2n1)C(=O)CC(C)(C)C3	93.0	94.0	8.8	-1.1	-4.7	-4.0	11.5	6.0	·
O=C(COc1ccccc1)Nc1nc(-c2ccc(S(=O)(=O)N3CCOCC3)cc2)cs1	97.0	100.0	-2.2	-1.3	-11.4	5.0	-99.4	10.2	6.8
Cc1nnc(-c2cccc(Br)c2)c2cn(-c3ccccc3)nc12	96.0	101.0	·	0.7	-1.6	-6.0	12.2	-3.0	3.4
Cc1ccc[n+](-c2nc([O-])sc2/C=N/Nc2ccc([N+](=O)[O-])cc2)c1	109.0	102.0	·	6.2	-5.8	6.0	4.5	-4.2	5.2
O=C(NCc1cccc(F)c1)c1cccc(OC2CCN(C(=O)C3CC3)CC2)c1	105.0	105.0	7.7	3.0	1.2	2.0	7.3	-9.5	·
Cn1c(N)cc(-c2ccc(F)cc2)c(C#N)c1=O	96.0	101.0	4.6	-3.5	-12.7	-1.0	21.3	-19.5	8.3
CCNc1sc(C(=O)c2cccs2)c(N)c1C#N	99.0	99.0	30.8	-1.8	-10.9	-4.0	13.9	8.5	-3.3
O=C1c2ccccc2NC(c2ccc([N+](=O)[O-])cc2)N1O (stereo not given)	105.0	103.0	11.2	2.8	-10.0	3.0	18.6	0.8	-1.8
CCc1ccc(OCC(=O)OC(C)C(=O)NC2CC2)cc1 (stereo not given)	105.0	103.0	-45.1	2.7	6.0	4.0	-3.2	9.2	1.1
CC(Cc1cccs1)NC(=O)NC1CCCCC1 (stereo not given)	90.0	83.0	15.0	-4.5	-4.5	-9.0	-15.1	1.1	0.1
NC(=O)NC(=O)COC(=O)CCCSc1nc2ccccc2s1	97.0	97.0	3.1	-1.2	-9.0	-4.0	-0.9	5.6	2.5
CCCC(=O)NC1=C(C#N)C2(CCCCC2)Cc2ccccc21	94.0	97.0	29.2	2.6	13.4	4.0	-13.5	4.1	5.7
Cc1cc(C)cc(C(=O)NCC(=O)OCC(=O)c2cc(C)n(CC(F)(F)F)c2C)c1	91.0	91.0	17.6	-6.6	-2.0	-2.0	5.8	3.4	4.8

Complete entries from above. Values in the order: MEKK2wt PB1 HTS	MEKK3 PB1 HTS	NALP1 inh	IDE act	p-CIP stab down	MEKK2mut PB1 HTS	UBC9 SUMO inh	PfM18AAP inh	IDE cell inh
CCNc1sc(C(=O)c2cccs2)c(N)c1C#N is entered as 99.0	99.0	30.8	-1.8	-10.9	-4.0	13.9	8.5	-3.3
CCCC(=O)NC1=C(C#N)C2(CCCCC2)Cc2ccccc21 is entered as 94.0	97.0	29.2	2.6	13.4	4.0	-13.5	4.1	5.7
Cn1c(N)cc(-c2ccc(F)cc2)c(C#N)c1=O is entered as 96.0	101.0	4.6	-3.5	-12.7	-1.0	21.3	-19.5	8.3
